Screens from PubChem.
M1 PAM: human M1 muscarinic receptor positive allosteric modulators, primary screen, CHO-K1 cells, Fluo-8 calcium fluorescence, 1536-well | CHO-K1 hM1, ACh EC20; 0% = ACh EC20, 100% = maximal ACh | AID 588819, 2011 | 0.088% of 360,000 active | activation, % at 3 µM | Muscarinic acetylcholine receptor M1 (Homo sapiens), P11229; in the data active = activation above about 19%, passing the limit was not always enough
Target sequence (P11229 whole entry, looked up): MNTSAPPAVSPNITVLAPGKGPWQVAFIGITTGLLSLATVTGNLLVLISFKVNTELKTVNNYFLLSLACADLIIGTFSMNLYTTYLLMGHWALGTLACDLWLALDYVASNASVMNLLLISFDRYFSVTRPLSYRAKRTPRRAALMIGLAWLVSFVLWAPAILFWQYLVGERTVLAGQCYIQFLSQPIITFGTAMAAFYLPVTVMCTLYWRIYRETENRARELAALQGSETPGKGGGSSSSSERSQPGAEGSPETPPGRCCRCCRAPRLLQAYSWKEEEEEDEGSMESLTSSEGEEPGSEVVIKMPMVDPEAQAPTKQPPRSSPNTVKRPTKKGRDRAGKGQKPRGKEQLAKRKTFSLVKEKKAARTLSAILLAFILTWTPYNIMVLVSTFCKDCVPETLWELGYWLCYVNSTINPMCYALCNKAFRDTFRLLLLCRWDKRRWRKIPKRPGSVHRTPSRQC
CRFR2-BP ag: agonists of CRF-BP/CRF-R2 complex, primary screen, cell-based, HEK293, calcium dye fluorescence, uHTS; 0.46% of 350,000 active; calcium dye fluorescence (FLIPR); percent of saturating CRF peptide response; activation, % at 13.2 µM; AID 588473, 2011;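 active = activation of at least 50%, plus an integration ratio under a set limit after plate pattern correction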;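 note: plate controls were neutral control wells without compound for no effect and CRF at EC100 for full effect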
M4 antag: human M4 muscarinic receptor antagonists, primary screen, CHO cells, Fluo-8 calcium fluorescence; AID 624125, 2012; 0.73% of 360,000 active; Muscarinic acetylcholine receptor M4 (Homo sapiens), P08173; CHO-hM4 cells, ACh EC80; inhibition, % at 3 µM;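 active = inhibition above its plate's cutoff, the mean inhibition of sample wells plus 3 SD, cut at about 27% in these data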;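 note: 0% = acetylcholine EC80 with DMSO and 100% = DMSO without agonist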
Target sequence (P08173 whole entry, looked up): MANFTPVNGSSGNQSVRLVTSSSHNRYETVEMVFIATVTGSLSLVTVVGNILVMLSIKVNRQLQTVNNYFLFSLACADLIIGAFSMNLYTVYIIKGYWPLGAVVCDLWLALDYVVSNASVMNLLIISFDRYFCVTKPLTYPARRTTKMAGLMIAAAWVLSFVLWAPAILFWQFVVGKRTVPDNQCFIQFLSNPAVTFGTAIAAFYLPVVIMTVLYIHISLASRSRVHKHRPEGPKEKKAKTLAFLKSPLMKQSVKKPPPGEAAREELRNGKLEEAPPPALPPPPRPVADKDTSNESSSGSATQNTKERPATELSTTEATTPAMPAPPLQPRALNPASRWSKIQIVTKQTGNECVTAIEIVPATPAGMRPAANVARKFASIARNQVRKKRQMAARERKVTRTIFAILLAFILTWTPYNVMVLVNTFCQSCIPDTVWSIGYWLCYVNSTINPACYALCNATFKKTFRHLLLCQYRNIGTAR
CHRM5 PAM: human M5 muscarinic receptor positive allosteric modulators, primary screen, CHO-K1 cells, Fluo-8 calcium fluorescence; Muscarinic acetylcholine receptor M5 (Homo sapiens), P08912; CHO-K1 hM5, ACh EC20 PAM; 0% = ACh EC20, 100% = ACh EC100; activation, % at 3 µM; 0.3% of 360,000 active; AID 624038, 2012;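 active = activation above the run cutoff, the mean activation of all test compounds plus 3 SD, cut at about 18% in these data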
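Replicates: One well per compound, no replicates | System: Human M5 receptor in CHO-K1 cells | Benchmarks: Low control EC20 acetylcholine (0%), high control EC100 acetylcholine (100%) | Probe or stimulus: Acetylcholine, EC20 level | Times: Fluo-8 loading 80 min at 37 °C plus 30 min room temperature | Signal: Intracellular calcium via Fluo-8 fluorescence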
CHRM4 agonist: human M4 muscarinic receptor agonists, primary screen, CHO-K1 cells, Fluo-8 calcium fluorescence | Muscarinic acetylcholine receptor M4 (Homo sapiens), P08173 | CHO-K1 hM4/Gqi5; vehicle 0%, full acetylcholine response 100% | activation, % at 3 µM | 0.14% of 360,000 active;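 active = activation above the run mean over all test wells plus 3 SD, cut at about 32% in these data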;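 note: peak over basal fluorescence ratio per well then scaled between controls; 0% = DMSO wells and 100% = acetylcholine at EC100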
M4 PAM: human M4 muscarinic receptor positive allosteric modulators, primary screen, CHO-K1 cells, Fluo-8 calcium fluorescence; activation, % at 3 µM; CHO-K1 hM4/Gqi5, ACh EC20; 0% = ACh EC20, 100% = maximal ACh; AID 624126, 2012; Muscarinic acetylcholine receptor M4 (Homo sapiens), P08173; 0.4% of 360,000 active;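 active = activation above its plate's cutoff, the mean activation of sample wells plus 3 SD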; note: some results filed as inactive read as strong as hits
CHRM5 agonist: human M5 muscarinic receptor agonists, primary screen, CHO-K1 cells, Fluo-8 calcium fluorescence | Muscarinic acetylcholine receptor M5 (Homo sapiens), P08912 | CHO-K1 hM5 cells; 0% DMSO wells, 100% maximal acetylcholine response | activation, % at 3 µM | 0.19% of 360,000 active | AID 624037, 2012;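 active = activation above the run's mean over test compounds plus 3 SD, cut at about 23% in these data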;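 note: signal is peak over basal fluorescence ratio across the kinetic read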
M5 antag: human M5 muscarinic receptor antagonists, primary screen, CHO cells, Fluo-8 calcium fluorescence. Muscarinic acetylcholine receptor M5 (Homo sapiens), P08912. 0.59% of 360,000 active. CHO-hM5 cells, ACh EC80. inhibition, % at 3 µM. AID 624040, 2012;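 active = inhibition above a per-plate cutoff, the mean of that plate's test compounds plus 3 SD, cut at about 27% in these data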;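 note: 0% = acetylcholine EC80 with DMSO and 100% = DMSO without agonist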
CRFBP-R2 block: antagonists of CRF-BP/CRF-R2 complex, primary screen, cell-based, HEK293, calcium dye fluorescence, uHTS; inhibition, % at 11.8 µM; CRF-induced calcium fluorescence; 0.59% of 350,000 active;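 active = inhibition of the ligand-induced calcium signal above about 50% at the single tested concentration, limit read from the data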
An asterisk follows results filed as active; . = not tested or not shown.

Start of the data: the first two compounds (preview)
M1 PAM | CRFR2-BP ag | M4 antag | CHRM5 PAM | CHRM4 agonist | M4 PAM | CHRM5 agonist | M5 antag | CRFBP-R2 block | mol
-6 | -0.1 | -10 | -5 | 0 | 14 | 0 | 6 | -20 | COc1cccc(NC(=O)c2ocnc2C)c1
9 | -0.7 | -1 | -3 | 2 | 2 | -2 | 6 | 15 | COc1ccc(S(=O)(=O)N2CCCCC2)cc1NC(=O)c1ccc2c(c1)OCO2

The listing (from the top)
M1 PAM | CRFR2-BP ag | M4 antag | CHRM5 PAM | CHRM4 agonist | M4 PAM | CHRM5 agonist | M5 antag | CRFBP-R2 block | mol
-6 | -0.1 | -10 | -5 | 0 | 14 | 0 | 6 | -20 | COc1cccc(NC(=O)c2ocnc2C)c1
9 | -0.7 | -1 | -3 | 2 | 2 | -2 | 6 | 15 | COc1ccc(S(=O)(=O)N2CCCCC2)cc1NC(=O)c1ccc2c(c1)OCO2
9 | -0.7 | -10 | 3 | 0 | 7 | 0 | -4 | -5 | O=C(COC(=O)/C=C/c1cccc(F)c1)NCc1ccc2c(c1)OCO2
-6 | 1.2 | 5 | -9 | 0 | -3 | -8 | 9 | -4 | Cc1ccc(-c2nnc(N3CCC(C)CC3)c3ccccc23)cc1C
4 | 1.1 | 4 | -3 | 3 | -2 | -2 | -4 | -12 | Cc1cc(C)c(NC(=O)c2cn3c4c(c(N5CCN(C)CC5)c(F)cc4c2=O)OCC3C)c(C)c1 (stereo not drawn)
-1 | -3.0 | -3 | -9 | 11 | -9 | 2 | 0 | 1 | CC(C)N(Cc1nc(-c2ccc(Cl)cc2)no1)C(=O)CCCN1C(=O)c2ccccc2C1=O
6 | -0.7 | -6 | -2 | 2 | 9 | 0 | -1 | 10 | COc1ccc(CNC(=O)CCc2cc(OC)c(OC)c(OC)c2)cc1
8 | -0.6 | -3 | 2 | 0 | 4 | -3 | 7 | 0 | CC(C)C[C@H](NC(=O)c1nc[nH]c1C(=O)NCCCCCN)C(=O)OCc1ccccc1
10 | -0.4 | -1 | -2 | 2 | 1 | -5 | 2 | -31 | CC1CCN(C(=O)CN(C)S(=O)(=O)c2cccc3nsnc23)CC1
-1 | -1.1 | -1 | 2 | -2 | 2 | 1 | -1 | 15 | CN(Cc1c(F)cccc1Cl)C(=O)c1ccc(NC(=O)CC2SC(N3CCCC3)=NC2=O)cc1 (stereo not drawn)
0 | 0.3 | 5 | 7 | 0 | -3 | -3 | 15 | 12 | COc1cc([C@@H]2CC=C(C(=O)O)[C@H](c3ccccc3)N2S(=O)(=O)c2ccc(C)cc2)cc(OC)c1OC
-2 | 0.1 | -9 | -11 | 6 | -7 | -2 | -15 | 32 | COc1ccc(/C=C/c2ccc(=O)n(Cc3ccccc3)n2)cc1

Other entries follow:
M1 PAM | CRFR2-BP ag | M4 antag | CHRM5 PAM | CHRM4 agonist | M4 PAM | CHRM5 agonist | M5 antag | CRFBP-R2 block | mol
2 | 2.2 | -3 | 3 | -1 | -6 | -5 | -8 | 44 | CCOC(=O)c1ccccc1-c1csc(NS(=O)(=O)c2ccc(Cl)cc2)n1
-4 | 1.9 | 1 | -1 | 3 | -1 | 0 | 2 | -9 | CC(Oc1ccccc1)C(=O)Nc1ccc(S(=O)(=O)N2CCCC2)cc1 (stereo not drawn)
6 | 1.4 | 6 | 0 | 1 | -1 | -5 | 2 | 21 | Cc1ccc(OCCn2cnc3c(N)ncnc32)cc1
6 | -1.2 | -5 | 2 | 0 | 2 | 0 | 3 | -4 | COC(=O)c1cnn(-c2nc3c(C)cccc3s2)c1C
1 | -0.7 | -22 | 6 | 2 | -8 | -12 | 18 | 4 | CCOC(=O)C1CCCN(Cc2ccc(-c3ccccc3)cc2)C1 (stereo not drawn)
4 | -1.1 | 6 | -2 | 0 | 1 | 0 | 2 | 3 | S=C(Nc1ccccc1)N1CCc2ccccc21
12 | -0.2 | -16 | -4 | -1 | 3 | 1 | 3 | 4 | COC(=O)Cn1c(=O)c2c(nc3n2CC(C)CN3c2ccc(C)c(C)c2)n(C)c1=O (stereo not drawn)
-31 | -0.8 | 11 | -18 | 10 | -16 | -4 | 9 | -32 | COc1ccc(/C=C/CN2CCC(CO)(Cc3ccccc3Cl)CC2)cc1
-3 | -1.9 | -9 | -1 | 10 | -3 | 2 | 0 | 7 | O=C(c1cc(COc2ccc3ncccc3c2)on1)N1CCC(O)CC1
-2 | 6.1 | -16 | -11 | 5 | -4 | -3 | 1 | -14 | C(=C\c1nc(N2CCCC2)c2ccccc2n1)/c1ccccc1
3 | 0.7 | 5 | -5 | 3 | -6 | -6 | 4 | 2 | N#Cc1nc(COc2cccc(Cl)c2)oc1NCc1ccncc1
10 | 7.7 | -8 | 4 | 2 | 20 | -1 | -1 | 6 | COC(=O)c1sccc1NC(=O)/C=C/c1ccc(Cl)cc1Cl

(more compounds)
M1 PAM | CRFR2-BP ag | M4 antag | CHRM5 PAM | CHRM4 agonist | M4 PAM | CHRM5 agonist | M5 antag | CRFBP-R2 block | mol
-7 | . | 0 | 4 | 0 | -3 | 2 | -1 | . | C[C@H]1CN([C@@H](C)CO)C(=O)CCCn2nncc2CO[C@@H]1CN(C)Cc1cccc(C(=O)O)c1
11 | 0.4 | -11 | 6 | 1 | 1 | -2 | 5 | -1 | O=C(C1CCC1)N1CCN(c2ccccc2)CC1
3 | 0.1 | -1 | 0 | 2 | -3 | 0 | -3 | 7 | COCCn1c(C)cc(C(=O)CSc2nc3ccccc3c(=O)n2Cc2ccco2)c1C
7 | 0.3 | -4 | 1 | 1 | 7 | 1 | -5 | -23 | CCSc1ccccc1C(=O)N1CCCC1
6 | -3.6 | -5 | -2 | 1 | 2 | 1 | 1 | -7 | CC1CCN(C(=O)CSc2nc3c(cnn3-c3ccc(Cl)cc3)c(=O)[nH]2)CC1
7 | 7.5 | -6 | 9 | 2 | 22* | -4 | -6 | 29 | COc1ccc(-c2nnc(-c3ccc(OCC(C)C)cc3)o2)cc1
5 | -0.9 | -1 | -6 | -1 | 8 | 0 | 6 | 0 | Cc1cccc(Nc2nc(-c3ccc4c(c3)OCCO4)cs2)c1
-5 | -0.5 | 7 | -6 | 2 | -4 | -5 | 9 | 2 | CC(C)c1nc2cc(C(=O)N3CCNC(=O)C3c3ccc(F)cc3)ccc2o1 (stereo not drawn)
-13 | -0.1 | -4 | -7 | -1 | -18 | -3 | 0 | -1 | Cc1ccc(/C=C/C(=O)Nc2cc(S(=O)(=O)N3CCCCCC3)ccc2OCC(F)(F)F)o1
2 | 1.7 | -3 | -3 | 0 | -6 | -1 | -1 | 10 | O=C(OCCN1CCN(c2ncc(C(F)(F)F)cc2Cl)CC1)c1ccc(Cl)cc1
-7 | -0.1 | 0 | 3 | -1 | 4 | 5 | -3 | -25 | CCOC(=O)Nc1nc(-c2ccc(Cl)cc2Cl)cs1
3 | -0.5 | -6 | 5 | 1 | 2 | -2 | 2 | -2 | COc1cc(Cl)c(C)cc1NC(=O)CSc1nnc(CN2CCCC2)o1

(cont.)
M1 PAM | CRFR2-BP ag | M4 antag | CHRM5 PAM | CHRM4 agonist | M4 PAM | CHRM5 agonist | M5 antag | CRFBP-R2 block | mol
-5 | 6.2 | -14 | -8 | 5 | 8 | 3 | 0 | -1 | CC1CCN(S(=O)(=O)c2ccc(C(=O)Nc3sccc3C(N)=O)cc2)CC1
9 | -1.6 | -5 | 0 | 0 | 8 | 1 | -4 | -1 | O=C(c1cc2c(=O)n3ccccc3nc2s1)N1CCOCC1
7 | 0.6 | -20 | 7 | -2 | 10 | -5 | -12 | 18 | CCOc1ccc(N(Cc2ccc(OC)cc2)C(=O)c2ccco2)cc1
3 | -2.6 | -17 | 4 | 2 | 5 | -4 | -5 | 14 | CCOC(=O)C1CCN(S(=O)(=O)c2cccc3nonc23)CC1
-13 | 182* | 21 | -23 | 20 | -6 | 5 | 31* | -206 | CCN1/C(=C/c2ccc3cc(C)cc(C)c3[n+]2CC)Sc2cc(C)ccc21
3 | -0.5 | -19 | -1 | 12 | 0 | -2 | -7 | -1 | O=C(c1cccc(NS(=O)(=O)c2ccc(Br)cc2)c1)N1CCN(c2ccccc2O)CC1
1 | 3.6 | 4 | -4 | 0 | 1 | -3 | 0 | -9 | Cc1ccc(CC(=O)N2CCOCC2)cc1
-2 | -0.3 | -8 | -1 | 1 | 0 | 1 | 8 | 21 | C[C@@H](O)C#Cc1ccc2c(c1)O[C@H](CN(C)C(=O)Nc1ccccc1)[C@@H](C)CN([C@@H](C)CO)S2(=O)=O
7 | -1.3 | -2 | 4 | 0 | 2 | -2 | 4 | -3 | COc1cc(-n2c(C)nc3cc(C(=O)N4CCOCC4)ccc32)cc(OC)c1OC
9 | 5.5 | -1 | 7 | 0 | -5 | -2 | 1 | 1 | COc1ccc(CN(C(C)=O)c2ccccc2C(=O)O)cc1
-5 | 0.6 | -5 | -6 | 4 | -5 | 0 | 1 | -13 | CC(=O)Nc1ccccc1OCc1nnc(-c2ccccc2Cl)o1
9 | -1.5 | 0 | -7 | 1 | -1 | -4 | 13 | 1 | CC(=O)NCCC1CCCCN1C(=O)c1cc(COc2cc(C)ccc2C)on1 (stereo not drawn)

(list continues)
M1 PAM | CRFR2-BP ag | M4 antag | CHRM5 PAM | CHRM4 agonist | M4 PAM | CHRM5 agonist | M5 antag | CRFBP-R2 block | mol
0 | . | -7 | -6 | 10 | -5 | 6 | -4 | . | O=C(NCc1ccc(F)cc1)c1[nH]c(C(F)(F)F)nc1-c1ccccc1
-2 | . | -19 | -1 | 11 | 0 | 5 | 3 | . | COCCCNc1ccn2nc(-c3ccc(CC(C)C)cc3)cc2n1
2 | 8.2 | 16 | 0 | 1 | -13 | 1 | 3 | 12 | CCn1c(SCC(=O)Nc2ccc(S(N)(=O)=O)cc2)nnc1-c1ccccc1OC
9 | -1.4 | -2 | 4 | 0 | -3 | -1 | 11 | 8 | O=C(NCc1ccccc1)c1ccc[n+]([O-])c1
4 | 10 | -3 | 4 | 2 | 9 | 0 | -1 | 3 | Cc1ccc(-c2[nH]c3cc(C(N)=O)ccc3c(=O)c2O)cc1
19 | -1.5 | 0 | 10 | 1 | 17* | -4 | -13 | -4 | CN(C)c1ccc(CNC(=O)CN(C)S(=O)(=O)c2ccc3c(c2)c(=O)n(C)c(=O)n3C)cc1
6 | 0.2 | 6 | -6 | 0 | -2 | 2 | 5 | -18 | CCN(C(=O)COC(=O)c1cccc(S(=O)(=O)N(C)C)c1)c1c(N)n(Cc2ccccc2)c(=O)[nH]c1=O
4 | 3.5 | 6 | 0 | 1 | 3 | -3 | 13 | -22 | Nc1nonc1-n1nnc(C(=O)N/N=C/c2cccc(Cl)c2)c1-c1ccc2c(c1)OCO2
12 | 0.5 | -2 | -3 | 0 | 17 | 0 | 0 | 11 | N#CCCn1c(=S)[nH]c2ccccc21
2 | -0.5 | 3 | -6 | 0 | -3 | -1 | 3 | -12 | O=C(c1ccc(-n2cnnn2)cc1)N1CCOCC1
